Bioassay records (PubChem)
OX1R antagonist: antagonists of human orexin 1 receptor. O43613. CHO/OX1R cells, Fluo-8 calcium fluorescence, orexin A. inhibition, % at 5 µM. actives 0.43% (n = 330,000). AID 434989;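 active = inhibition above its plate's threshold, mean inhibition of all tested compounds on the plate plus 3 SD, cut at about 37% in these data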;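 also: 0% = orexin A challenge wells and 100% = SB-334867-A antagonist wells; not every result past the cut was called active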
Target sequence (O43613 whole entry, looked up): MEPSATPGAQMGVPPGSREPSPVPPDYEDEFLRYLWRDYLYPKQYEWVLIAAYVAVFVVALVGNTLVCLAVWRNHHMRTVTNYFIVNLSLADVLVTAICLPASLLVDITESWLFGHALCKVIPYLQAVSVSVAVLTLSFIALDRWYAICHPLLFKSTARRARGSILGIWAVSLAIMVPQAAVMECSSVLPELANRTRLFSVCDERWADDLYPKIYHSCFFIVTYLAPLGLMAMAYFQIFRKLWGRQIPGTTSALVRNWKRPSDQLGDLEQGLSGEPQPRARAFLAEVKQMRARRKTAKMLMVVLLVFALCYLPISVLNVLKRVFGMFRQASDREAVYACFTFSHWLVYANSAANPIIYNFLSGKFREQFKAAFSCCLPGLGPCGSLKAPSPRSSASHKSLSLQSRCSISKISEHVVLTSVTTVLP
CHT PAM: allosterically activates the human high affinity choline transporter; CHT-expressing cells, membrane potential dye, choline EC20; stronger effect = higher value; LV-AA mutant CHT in HEK293 cells; B-score at 10 µM; actives 0.49% (n = 310,000);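 active = initial fluorescence not abnormally high and integrated response B-score, plate-corrected, over 3 SD above library mean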
Target sequence (Q9GZV3 whole entry, looked up): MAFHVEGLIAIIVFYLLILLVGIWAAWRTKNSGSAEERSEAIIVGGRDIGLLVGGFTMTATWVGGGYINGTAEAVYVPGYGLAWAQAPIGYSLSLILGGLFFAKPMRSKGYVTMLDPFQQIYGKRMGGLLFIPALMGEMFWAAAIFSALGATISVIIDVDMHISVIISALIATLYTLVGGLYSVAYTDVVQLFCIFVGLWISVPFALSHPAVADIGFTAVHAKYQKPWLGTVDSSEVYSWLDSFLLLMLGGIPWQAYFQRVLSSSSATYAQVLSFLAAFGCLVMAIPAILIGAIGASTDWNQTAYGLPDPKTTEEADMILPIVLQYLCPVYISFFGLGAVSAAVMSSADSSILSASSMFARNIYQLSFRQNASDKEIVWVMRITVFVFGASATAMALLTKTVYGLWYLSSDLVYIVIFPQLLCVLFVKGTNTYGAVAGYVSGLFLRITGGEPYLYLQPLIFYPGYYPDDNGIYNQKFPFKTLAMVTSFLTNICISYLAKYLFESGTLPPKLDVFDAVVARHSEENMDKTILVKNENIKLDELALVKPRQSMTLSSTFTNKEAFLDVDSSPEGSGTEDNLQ
* marks the source's active call; other numbers are inactive results; i = inactive; x = no result given.

SMILES	OX1R antagonist	CHT PAM
O=C(OC1CCCCC1=O)c1ccc(F)c(S(=O)(=O)N2CCOCC2)c1 (configuration not stated)	-7	i
CO[C@H]1O[C@H](C)[C@@H](O)C[C@H]1NC(=O)OCc1ccccc1	-9	i
COc1ccc(C2C(C(=O)NCCN3CCOCC3)c3ccccc3C(=O)N2C2CCCCC2)cc1 (configuration not stated)	-17	i
O=C(CNCc1ccco1)Nc1cc(S(=O)(=O)N2CCOCC2)ccc1N1CCCC1	-28	i
O=C(O)C1C2CCCCC2=C2CCCCC2C1C(=O)c1ccccc1 (configuration not stated)	-6	i
CC(C)c1ccc(C2CC(=O)N3CN(Cc4ccco4)CSC3=C2C#N)cc1 (configuration not stated)	-21	i
CN(C)S(=O)(=O)N1CCc2ccccc2C1	-17	i
Cc1ccc(-n2nc(C(=O)N3CCOCC3)cc2-c2ccc(Cl)cc2)cc1	-27	i
C/C(=N\N=C(/N)SC1CC(=O)N(c2ccc(Br)cc2)C1=O)c1cccs1 (configuration not stated)	14	i
CN1CCN(c2nc3c(c(=O)[nH]c(=O)n3C)n2CCCSc2ncccn2)CC1	-12	7.7*
O=C(CCCn1c(=O)oc2ccccc21)NC1CCCCCC1	-26	i
COC(=O)c1sc2ccccc2c1NC(=O)c1coc2ccccc2c1=O	-16	i
COc1ccc(N(CC(=O)N/N=C(\C)c2ccccc2)S(=O)(=O)c2ccccc2)cc1	-20	i
Cc1cccc(N=C2NN=C(c3ccccc3F)CS2)c1C	-23	i
Cc1cc(C)nc(NS(=O)(=O)c2ccc(CC(C)C)cc2)c1	-18	i
C/C(=N\NC(=O)c1ccncc1)c1cccs1	-8	i
O=C(NCC1CCCO1)c1ccc2c(c1)C(=O)N(c1cccc([N+](=O)[O-])c1)C2=O (configuration not stated)	12	i
NS(=O)(=O)c1cccc(Nc2nc3ccccc3nc2NS(=O)(=O)c2ccc(Cl)cc2)c1	14	x
CCOc1ccc(Cl)cc1/C=N/NC(=O)c1ccccc1	-19	i
Nc1nonc1-n1nnc(C(=O)N/N=C/c2ccc(OCc3cccc(Cl)c3)cc2)c1CN1CCCCC1	1	i
CN1CCN(C(=O)c2ccc3c(c2)N(Cc2ccc(Cl)cc2)C(=O)c2ccccc2S3=O)CC1 (configuration not stated)	-16	i
Cc1c(OC(C)C(=O)NCc2cccnc2)ccc2c3c(c(=O)oc12)CCCC3 (configuration not stated)	-29	i
COC(=O)C(C(=O)OC)N1C(=O)CCC1=O	-18	i
S=C(Nc1ccccc1)Nc1cccc(Br)c1	5	i
Cn1c(CNC(=O)CCNC(=O)c2ccc(Br)cc2)cc(=O)n(C)c1=O	-5	i
Other results follow.
SMILES	OX1R antagonist	CHT PAM
Cc1cc(C(F)F)n2ncc(C(=O)O)c2n1	5	i
CC1CCN(c2ccccc2N)CC1	-6	i
Cc1nc(C(F)(F)F)ccc1C(=O)Nc1ccc(C(F)(F)F)cn1	-14	i
Cc1cc(C)n(-c2ccc(C(=O)Nc3cccnc3)cc2)n1	-5	i
COc1cc(Br)c(C(C)NC(=O)c2cccc(Br)c2)cc1OC (configuration not stated)	-7	i
COc1cc(NC(=O)CSc2ccc3c(c2)OCCO3)cc(OC)c1OC	-15	i
Cn1cnc2c1c(=O)n(CC(O)CO)c(=O)n2C (configuration not stated)	-5	i
COc1ccc(C(=O)NNC(=O)CN(C)S(=O)(=O)c2ccc(Cl)cc2)c(OC)c1OC	-30	i
O=C(C(Cc1ccccc1)NS(=O)(=O)c1cccc2cccnc12)N1CCc2ccccc21 (configuration not stated)	-15	i
O=C(/C=C/c1ccccc1)N1CCN(CC(O)COc2ccccc2)CC1 (configuration not stated)	-25	i
COc1ccc(OC)c(/C=N/NC(=S)NCCc2ccccc2)c1	x	i
Cc1cccc(N2CCN(c3ccc(NC(=O)/C=C\C(=O)O)cc3)CC2)c1	-5	i
COc1ccc(/C=C2/N=C3CCCCCN3C2=O)cc1OC	-10	i
CCN(CC(=O)Nc1cc(Cl)ccc1C)C(=O)c1ccc(=O)n(Cc2ccccc2)n1	-21	i
COc1cccc(C2NC(=O)CCC2[N+](=O)[O-])c1 (configuration not stated)	-1	i
CC(C)CCOP(=O)(c1ccc(N(C)C)cc1)C(O)c1ccccc1F (configuration not stated)	-23	i
CCOC(=O)CNC(=O)CCc1nnc2ccc(N3CCC(C)CC3)nn12	-5	i
COc1ccc(NC(=O)COC(=O)c2ccc(OCc3ccccc3Cl)c(OC)c2)c(OC)c1	-17	i
CS(=O)(=O)c1ccc2nc(NC(=O)c3ccc(N4C(=O)CCC4=O)cc3)sc2c1	2	i
CCCCC(CC)CNC(=O)c1[nH]c(C)c(C(C)=O)c1C (configuration not stated)	-33	i
CC1(C)Cc2c(sc3nc(C4CCCCC4)n(N)c(=O)c23)CO1	-13	i
CNS(=O)(=O)c1cccc(C(=O)OCC(=O)c2cc(C)n(-c3ccc4c(c3)OCO4)c2C)c1	20	i
CC(NC(=O)C1CCCN1S(=O)(=O)c1cccc2cccnc12)c1ccccc1 (configuration not stated)	-20	i
Cc1cc(C)nc(N(C#N)Cc2cccc(Cl)c2)n1	-20	i
O=C(COC(=O)COc1ccc2ccccc2c1)NCC(F)(F)F	-14	i
Carrying on:
SMILES	OX1R antagonist	CHT PAM
Cc1ncoc1C(=O)NC1CC(C)(C)Cc2c1cnn2-c1ccccc1 (configuration not stated)	x	i
O=C(CSc1ccccn1)Nc1ccc(Cl)cn1	-12	i
COc1ccc(NC(=O)c2csc(C)c2)cc1OC	5	i
COc1ccc(N(C)S(=O)(=O)c2ccc3c(c2)NC(=O)CO3)c(OC)c1	-10	i
CCC(C)OC(=O)c1[nH]c2c(c1C)C(=O)CC(c1ccc(N(C)C)cc1)C2 (configuration not stated)	-13	i
CC(=O)OC1=Cc2c(ccc3ccc(=O)oc23)OC1(C)C	5	i
COc1ccc(OC)c(/C=N/NC(=O)c2c(C)nc3ccc(C)cn23)c1	-41	i
COc1ccc2nc(N(Cc3ccccc3)C(=O)CCNC(C)=O)sc2c1	-2	i
CN(c1ccc(C(=O)NCCSCc2c(F)cccc2Cl)cc1)S(C)(=O)=O	-11	i
Cc1cccc(C)c1NC(=O)NC1(C(=O)NCc2ccncc2)CCCCC1	-9	i
CC(C)c1ccccc1-n1c(SCC(=O)c2ccc3c(c2)NC(=O)CO3)nc2ccccc2c1=O	-19	i
O=c1nc2n(c3ncccc13)CCC2	-12	i
Cc1sc(NC(=O)c2ccco2)c(C(c2ccccc2)N2CCC(C)CC2)c1C (configuration not stated)	-44	i
O=C(COc1ccc2ccccc2c1)N/N=C/C1CC=CCC1 (configuration not stated)	4	i
CCN(CC)C(=O)Cn1cc(S(=O)(=O)CC(=O)NCc2ccc3c(c2)OCO3)c2ccccc21	-7	i
O=C(CNC(=O)c1ccc2ccccc2c1)NCc1ccccc1F	-6	i
COc1ccc(NS(=O)(=O)c2ccc(-n3cnnn3)cc2)cc1OC	-10	i
Cc1ccc(-c2nnc(N3CCOCC3)c3ccccc23)cc1S(=O)(=O)NCc1cccnc1	-11	i
CCc1ccccc1NC(=O)COC(=O)c1c(C)nsc1NC	12	x
CCC(=O)Nc1ccc(/C(C)=N\NS(=O)(=O)c2ccc(C)cc2)cc1	-15	i
O=C(O)CSc1nnc(-c2ccc(Cl)cc2Cl)n1-c1ccc(Br)cc1	-15	i
Cc1c(C(=O)Nc2ccc(S(=O)(=O)N3CCOCC3)cc2)cccc1[N+](=O)[O-]	-13	i
NNC(=O)c1cc(-c2ccco2)[nH]n1	-11	i
CN(Cc1ccc(F)cc1)C(=O)CNC(=O)C1CCCCC1	-12	i
Cc1ccc(C(C)NC(=O)Cn2nc(C)c([N+](=O)[O-])c2C)cc1 (configuration not stated)	-8	i
Following part
SMILES	OX1R antagonist	CHT PAM
Cc1c(C#N)c(N)nc2c3c(sc12)NC(=O)CC3c1ccccc1 (configuration not stated)	-15	i
Nc1c(N(CCO)C(=O)/C=C/c2ccco2)c(=O)[nH]c(=O)n1Cc1ccccc1	-10	i
C/C(=N\NC(=O)Cc1ccc(F)cc1)c1ccc(O)cc1	2	i
Nc1ccc(C23CC4CC(CC(C4)C2)C3)cc1	-21	i
C/C(=C\C(=S)Nc1ccccc1)Nc1ccc2ccccc2c1	-30	i
Nc1nc(-c2ccccc2)c(N=Nc2cccc3ccccc23)s1	-19	i
Cc1ccc(S(=O)(=O)N2CCOCC2)cc1C(=O)Nc1ccc(C(N)=O)cc1	12	i
COc1ccc(/C=C/C2=Nc3ccccc3NC(C)(C)C2)cc1OC	-25	i
CCOn1c(=O)c(-c2cccs2)[n+]([O-])c2ccccc21	-18	i
O=C(NC1CCCC1)c1cc(-c2ccccc2O)on1	-7	i
Cn1c(Nc2cccc(Cl)c2)nc2ccccc21	-15	i
C=CCN=C1S/C(=C/c2ccc([N+](=O)[O-])cc2)C(=O)N1CC=C	-11	i
Cc1cccc(C(=O)N/N=C/c2cc(Br)c(Br)o2)c1	6	i
CSc1nnnn1CCn1nnnc1SC	-12	i
O=C(NCCCNC(=O)c1ccc(F)cc1)c1ccc(F)cc1	-11	i
CCC(C)NC(=O)CC(NS(=O)(=O)c1ccc(NC(C)=O)cc1)C(C)C (configuration not stated)	-10	i
CCN1C(=NCc2ccccc2)N[C@@H](c2ccccc2)[C@H](C(=O)OC)[C@H]1C	-20	6.9*
CCOC(=O)N/N=C/c1c(C)nn(-c2ccccc2Cl)c1Cl	-3	i
COc1ccc(NCC(=O)Nc2ccccc2C#N)cc1Cl	-5	i
CC(C)N(C(C)C)S(=O)(=O)c1ccc(Cl)nc1	-14	i
CCCCCCCCC1CC(C(=O)Nc2ccccc2)C(=O)O1 (configuration not stated)	-36	i
O=C(NCc1ccc(F)cc1)C1CCCN(S(=O)(=O)c2cccc3nsnc23)C1 (configuration not stated)	-20	i
CCN(CC)C(=O)COc1coc(CN2CCN(c3cccc(Cl)c3)CC2)cc1=O	-14	i
Cc1nc(Cc2nnc(SCC(=O)N3CCN(c4ccc(F)cc4)CC3)o2)cs1	-19	x
O=[N+]([O-])c1ccc(C[n+]2cc(-c3ccc(Cl)c(Cl)c3)n3c2CCCCC3)cc1	-22	i
(listing goes on)
SMILES	OX1R antagonist	CHT PAM
COC(=O)c1ccccc1NC(=O)CSc1n[nH]c(CC(C)C)n1	-14	i
CC(C)n1nc(C(=O)NNC(=O)c2ccncc2)c2ccccc2c1=O	-20	i
C[C@@]12C(=O)N(c3ccc(Br)cc3)C(=O)N1[C@@H]1c3ccccc3OC[C@@H]1[C@H]2c1ccccc1	-45	x
O=C(NCCc1ccccc1)/C(=C/c1ccco1)c1ccccc1	-34	i
O=C1c2cc(F)ccc2OC2(CCNCC2)C12CC(c1ccccc1)=NO2 (configuration not stated)	-7	i
O=C(NC1CCCCC1)C(c1ccncc1)N(Cc1ccccc1)C(=O)c1ccc(-c2ccccc2)[nH]1 (configuration not stated)	-15	i
CCN(CC(=O)Nc1cc(Cl)ccc1C)C(=O)c1ccc2c(=O)n3c(nc2c1)CCC3	-36	i
O=C(CCN1C(=O)c2ccc([N+](=O)[O-])cc2C1=O)Nc1ccc(O)cc1C(=O)O	-14	i
O=S(=O)(Nc1ccncc1)c1cc(Cl)ccc1Cl	-9	i
O=C(COC(=O)/C=C/c1ccc(OC(F)F)cc1)Nc1ccc(S(=O)(=O)N2CCCC2)cc1	-2	i
Cc1ncoc1C(=O)Nc1nccs1	-9	i
O=C(c1ccc([N+](=O)[O-])s1)N1CCN(c2ccc(C(F)(F)F)cn2)CC1	6	i
COc1ccc(Br)cc1/C=N/N1CCN(Cc2ccccc2)CC1	-35	i
CCOc1ccc(NC(=O)CN(C)C(=O)CC(NC(=O)c2ccccc2)c2ccccc2)cc1OCC (configuration not stated)	-8	i
O=C(NNC(=O)c1ccc(Cl)c(Cl)c1)c1ccncc1	-7	i
COCCNC(=O)CCn1c(=O)oc2ccccc21	-15	i
CC(C)CCN1C(=O)c2ccc(C(=O)Nc3ccc(O)cc3C(=O)O)cc2C1=O	-1	i
Cn1nc(C(=O)Nc2ccccc2)c2c1-c1ccccc1S(=O)(=O)C2	-6	i
c1ccc2c(-c3[nH]ncc3CNCCCn3ncc4ccccc43)cccc2c1	-23	i
COc1ccc(OCC(=O)Nc2cc(S(=O)(=O)N3CCCCC3)ccc2OC)cc1	-21	i
CSc1nc(N)n2nc(-c3ccccc3)cc2n1	-18	i

Of the compounds above, 18 contain an aryl methoxy group:
SMILES	OX1R antagonist	CHT PAM
COc1ccc(C2C(C(=O)NCCN3CCOCC3)c3ccccc3C(=O)N2C2CCCCC2)cc1 (configuration not stated)	-17	i
COc1ccc(N(CC(=O)N/N=C(\C)c2ccccc2)S(=O)(=O)c2ccccc2)cc1	-20	i
COc1cc(Br)c(C(C)NC(=O)c2cccc(Br)c2)cc1OC (configuration not stated)	-7	i
COc1cc(NC(=O)CSc2ccc3c(c2)OCCO3)cc(OC)c1OC	-15	i
COc1ccc(C(=O)NNC(=O)CN(C)S(=O)(=O)c2ccc(Cl)cc2)c(OC)c1OC	-30	i
COc1ccc(OC)c(/C=N/NC(=S)NCCc2ccccc2)c1	x	i
COc1ccc(/C=C2/N=C3CCCCCN3C2=O)cc1OC	-10	i
COc1cccc(C2NC(=O)CCC2[N+](=O)[O-])c1 (configuration not stated)	-1	i
COc1ccc(NC(=O)COC(=O)c2ccc(OCc3ccccc3Cl)c(OC)c2)c(OC)c1	-17	i
COc1ccc(NC(=O)c2csc(C)c2)cc1OC	5	i
COc1ccc(N(C)S(=O)(=O)c2ccc3c(c2)NC(=O)CO3)c(OC)c1	-10	i
COc1ccc(OC)c(/C=N/NC(=O)c2c(C)nc3ccc(C)cn23)c1	-41	i
COc1ccc2nc(N(Cc3ccccc3)C(=O)CCNC(C)=O)sc2c1	-2	i
COc1ccc(NS(=O)(=O)c2ccc(-n3cnnn3)cc2)cc1OC	-10	i
COc1ccc(/C=C/C2=Nc3ccccc3NC(C)(C)C2)cc1OC	-25	i
COc1ccc(NCC(=O)Nc2ccccc2C#N)cc1Cl	-5	i
COc1ccc(Br)cc1/C=N/N1CCN(Cc2ccccc2)CC1	-35	i
COc1ccc(OCC(=O)Nc2cc(S(=O)(=O)N3CCCCC3)ccc2OC)cc1	-21	i
